Bioassay records from PubChem BioAssay.
USP30 block: inhibitors of human USP30 deubiquitinase; Ubiquitin carboxyl-terminal hydrolase 30 (Homo sapiens), Q70CQ3; purified USP30, Ub-rhodamine cleavage fluorescence; inhibition, % at 25 µM; 47,000 tested, 5.3% active
USP7 block: inhibitors of human USP7 deubiquitinase. inhibition, % at 20 µM. purified USP7, Ub-rhodamine cleavage fluorescence. 47,000 tested, 0.3% active. Ubiquitin carboxyl-terminal hydrolase 7 (Homo sapiens), Q93009
UCHL1 inh: inhibitors of human UCHL1 deubiquitinase | 47,000 tested, 0.2% active | inhibition, % at 20 µM | AID 1645859, 2021 | purified UCHL1, Ub-rhodamine cleavage fluorescence | Ubiquitin carboxyl-terminal hydrolase isozyme L1 (Homo sapiens), P09936
USP10 inh: inhibitors of human USP10 deubiquitinase; Ubiquitin carboxyl-terminal hydrolase 10 (Homo sapiens), Q14694; purified USP10, Ub-rhodamine fluorescence, 60 min; inhibition, % at 20 µM; 47,000 tested, 1.1% active; AID 1645856, 2021
USP8 inh: inhibitors of human USP8 deubiquitinase; Ubiquitin carboxyl-terminal hydrolase 8 (Homo sapiens), P40818; purified USP8, Ub-rhodamine cleavage fluorescence, 30 min; inhibition, % at 20 µM; 47,000 tested, 4.2% active
Target sequence (P40818 whole entry, looked up): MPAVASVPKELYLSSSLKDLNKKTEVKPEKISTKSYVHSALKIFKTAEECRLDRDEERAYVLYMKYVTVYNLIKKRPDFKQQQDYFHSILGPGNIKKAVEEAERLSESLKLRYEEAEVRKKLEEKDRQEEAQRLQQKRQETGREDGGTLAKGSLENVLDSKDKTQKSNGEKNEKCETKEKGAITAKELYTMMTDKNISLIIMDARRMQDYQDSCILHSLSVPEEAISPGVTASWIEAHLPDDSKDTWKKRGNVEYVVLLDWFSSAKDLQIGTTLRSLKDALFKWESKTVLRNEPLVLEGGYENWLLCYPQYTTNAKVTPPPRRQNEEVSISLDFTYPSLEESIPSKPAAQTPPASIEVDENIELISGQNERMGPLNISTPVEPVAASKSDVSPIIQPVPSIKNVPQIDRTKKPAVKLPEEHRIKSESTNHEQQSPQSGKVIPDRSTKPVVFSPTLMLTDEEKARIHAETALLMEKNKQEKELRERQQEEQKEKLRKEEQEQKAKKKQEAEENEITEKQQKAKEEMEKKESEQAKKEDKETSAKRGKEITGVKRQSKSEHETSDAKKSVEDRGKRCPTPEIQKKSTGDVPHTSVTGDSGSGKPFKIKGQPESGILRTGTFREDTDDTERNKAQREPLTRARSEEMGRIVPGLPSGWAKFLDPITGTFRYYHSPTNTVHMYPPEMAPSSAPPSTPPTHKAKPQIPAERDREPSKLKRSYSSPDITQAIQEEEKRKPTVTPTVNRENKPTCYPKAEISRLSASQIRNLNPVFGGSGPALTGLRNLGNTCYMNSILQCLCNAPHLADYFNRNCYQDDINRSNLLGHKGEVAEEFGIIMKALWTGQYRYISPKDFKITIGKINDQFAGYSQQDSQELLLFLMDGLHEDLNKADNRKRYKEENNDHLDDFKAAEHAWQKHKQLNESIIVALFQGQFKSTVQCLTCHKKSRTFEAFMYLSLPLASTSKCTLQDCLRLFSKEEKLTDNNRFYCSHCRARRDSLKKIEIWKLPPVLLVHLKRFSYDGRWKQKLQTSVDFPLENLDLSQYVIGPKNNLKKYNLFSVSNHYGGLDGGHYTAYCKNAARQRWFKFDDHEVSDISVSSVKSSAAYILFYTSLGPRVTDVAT
USP28 block: inhibitors of human USP28 deubiquitinase; purified USP28, Ub-rhodamine cleavage fluorescence, 30 min; inhibition, % at 25 µM; 47,000 tested, 3% active; AID 1645857, 2021
OTUD3 inh: inhibitors of human OTUD3 deubiquitinase; OTU domain-containing protein 3 (Homo sapiens), Q5T2D3; inhibition, % at 25 µM; 47,000 tested, 0.7% active; purified OTUD3, Ub-rhodamine fluorescence, 2 h; AID 1645858, 2021
USP17 inh: inhibitors of human USP17 deubiquitinase. Ubiquitin carboxyl-terminal hydrolase 17-like protein 5 (Homo sapiens), A8MUK1. purified USP17, Ub-rhodamine cleavage fluorescence, 3 h. inhibition, % at 50 µM. 47,000 tested, 6.5% active
* marks the source's active call; other numbers are inactive results; i = inactive; / = not tested or not shown. Cut-off read from the data, not from the text of the source: active = inhibition above about 30%; inactive = the rest. Rows were taken by chance, and some 13% of all compounds hit somewhere here.

| SMILES | USP30 block | USP7 block | UCHL1 inh | USP10 inh | USP8 inh | USP28 block | OTUD3 inh | USP17 inh |
| --- | --- | --- | --- | --- | --- | --- | --- | --- |
| O=C(c1ccc2c(c1)OCCO2)N1CCC[C@@H](Cn2nnc(-c3ccncc3)n2)C1 | 3 | -1 | -2 | 1 | -11 | -3 | -7 | -9 |
| Cc1cc(C2CCCN2C(=O)c2cc(-c3ccc(F)cc3)on2)no1 (centres undefined) | 16 | 3 | 3 | 2 | 5 | 2 | 8 | 6 |
| O=C1CC(C(=O)Nc2ccccc2)c2c(nc(N3CCc4ccccc4C3)[nH]c2=O)N1 (centres undefined) | i | -31 | -36 | -3 | -49 | -228 | -164 | -160 |
| Nc1nonc1C(=O)NCCNCc1ccc(F)cc1 | / | 0 | -1 | 1 | 1 | / | -2 | -4 |
| O=C(CSc1nnc(-c2cccnc2)o1)N1CCN(c2ccccc2)CC1 | 1 | 3 | 1 | -3 | 1 | 2 | 0 | 17 |
| O=C(CSc1nc2ccncc2[nH]1)Nc1ccc(Br)cc1F | 19 | 0 | 0 | 9 | 35* | 0 | -1 | 61* |
| CCCCc1nc2sc3c(NCc4cccnc4)ncnc3c2c2c1CCC2 | / | 1 | 0 | -4 | -10 | / | 3 | 7 |
| O=C(C[C@@H]1CCN2C[C@@H]1CCCOc1ccccc1CN(C(=O)Nc1ccccc1)CC2=O)N1CCOCC1 | 79* | -17 | 0 | -5 | -12 | 74* | -8 | 75* |
| COc1cc2c(cc1OC)-c1cc(OCC(C)C)nc(=O)n1CC2 | -188 | -11 | -7 | -9 | 1 | -39 | -36 | -48 |
| Clc1ccccc1Cn1c(/C=C/c2ccccc2)nc2ccccc21 | -12 | 6 | 5 | 8 | 13 | 23 | 12 | 20 |
| Cc1ccc(S(=O)(=O)CCN2CCC(C(F)(F)F)CC2)cc1 | 7 | 1 | -2 | 0 | 1 | 3 | -2 | 6 |
| Cc1cccc(Cn2cc(S(=O)(=O)N3CCCC3)ccc2=O)c1 | -4 | -2 | -1 | -2 | -1 | -8 | -9 | 0 |
| Cc1cccc(-c2nc(Nc3ccc(O)cc3)c3ccccc3n2)c1 | / | 1 | 9 | 8 | 14 | / | 3 | 69* |
| COc1ccc2[nH]c3c(=O)n(Cc4ccncc4)cnc3c2c1 | -1 | -2 | 0 | 0 | -3 | -1 | -5 | 6 |
| COc1cccc(NC(=O)N2CCN(c3ncccc3C(F)(F)F)CC2)c1 | 11 | -19 | 1 | 2 | 16 | 42* | 11 | 4 |
| CCOc1ccc(NC(=O)Cn2c(=O)c(OCC)nc3cccnc32)cc1 | -164 | -7 | -9 | -1 | -26 | -82 | -84 | -56 |
| Cc1ccc(S(=O)(=O)C(CNC(=O)c2c(F)cccc2Cl)c2cccnc2)cc1 (centres undefined) | 10 | 12 | 3 | 0 | 5 | 8 | 2 | -3 |
| CC(=O)c1ccc(NC(=O)CSc2nc3nc(C)ccc3o2)cc1 | -16 | 1 | -1 | 11 | -58 | -7 | -2 | 46* |
| CCN(CC(=O)Nc1ccc(N2CCOCC2)cc1)C(=O)Cc1ccccc1 | 13 | 6 | 5 | 1 | 29 | 17 | 16 | 8 |
| COc1ccccc1NC(=O)CSc1nnc(C)n1Cc1ccccc1 | 5 | -5 | -2 | 6 | 6 | 4 | 0 | -1 |

One compound at a time, from the list above. Order of screens: USP30 block	USP7 block	UCHL1 inh	USP10 inh	USP8 inh	USP28 block	OTUD3 inh	USP17 inh
Nc1nonc1C(=O)NCCNCc1ccc(F)cc1 is listed as /	0	-1	1	1	/	-2	-4
Clc1ccccc1Cn1c(/C=C/c2ccccc2)nc2ccccc21 is listed as -12	6	5	8	13	23	12	20

The listing picks up; the two compounds before the break are reprinted first.
| SMILES | USP30 block | USP7 block | UCHL1 inh | USP10 inh | USP8 inh | USP28 block | OTUD3 inh | USP17 inh |
| --- | --- | --- | --- | --- | --- | --- | --- | --- |
| CCN(CC(=O)Nc1ccc(N2CCOCC2)cc1)C(=O)Cc1ccccc1 | 13 | 6 | 5 | 1 | 29 | 17 | 16 | 8 |
| COc1ccccc1NC(=O)CSc1nnc(C)n1Cc1ccccc1 | 5 | -5 | -2 | 6 | 6 | 4 | 0 | -1 |
| COc1ccc(-c2cc3n(C)c(C)c(CCC(=O)NCc4ccc(F)cc4)c(=O)n3n2)cc1 | 54* | 2 | 4 | -1 | 6 | 17 | 14 | 66* |
| COCCn1ccc2nc(C)c(C(=O)Nc3ccc4c(c3)OCCO4)cc2c1=O | 36* | -4 | -5 | 0 | 1 | 1 | 4 | 51* |
| O=C(CNC1CCCc2ccccc21)Nc1cc(S(=O)(=O)N2CCOCC2)ccc1Cl (centres undefined) | 6 | 6 | 4 | 6 | 6 | 14 | 6 | 4 |
| CCc1ccccc1-n1c(SCC(=O)c2c(N)n(C3CC3)c(=O)[nH]c2=O)nnc1N1CCOCC1 | 18 | 2 | 1 | -1 | 9 | 3 | 9 | 8 |
| O=C1CCCN1Cc1ncn2c1CN(S(=O)(=O)c1ccccc1)CCC2 | -1 | -2 | -5 | 4 | -58 | -8 | -4 | -21 |
| O=C(c1ccc2[nH]c3c(c2c1)CCCC3)N1CCCC(O)C1 (centres undefined) | -44 | -6 | -2 | 1 | -1 | -17 | -15 | -37 |
| COC(=O)c1c(NC(=O)Cc2coc3c(C)c(C)ccc23)sc2c1CCCC2 | -34 | -10 | 0 | -3 | -4 | -11 | -13 | -12 |
| CNC(=O)[C@@]12CCC3(CCN(C(=O)c4ccc(OC)cc4)CC3)[C@@H]1CN(C)C2 | 23 | 3 | -2 | 0 | 7 | 7 | 11 | 4 |
| CCN1CCN(c2ncc(C(=O)Nc3ccc(F)cc3)c(C)n2)CC1 | 8 | 0 | -1 | 1 | 3 | 7 | 3 | -15 |
| O=C(Cc1ncc(C(F)(F)F)cc1Cl)N1CCN(c2ccccn2)CC1 | 7 | 1 | 0 | -1 | 0 | 6 | 9 | 0 |
| NC(=O)c1cc(C2CN(C(=O)c3ccc4c(c3)ncn4C3CC3)CCO2)nc2ccccc12 (centres undefined) | -116 | -3 | -9 | -7 | -23 | -61 | -30 | -45 |
| COc1ccc(NS(=O)(=O)c2ccc(Cl)c(NC(=O)CCOc3cc(C)ccc3C)c2)cc1 | 16 | 1 | 1 | 12 | -138 | 12 | 0 | -11 |
| COc1cc(N2CC[C@@H]3[C@@H](CO[C@H]3CNC(=O)C3CC3)C2)ncn1 | 10 | 3 | 2 | 5 | -21 | 5 | 9 | 1 |
| NC(=O)c1cc2ccccc2nc1C1CCN(C(=O)Cc2ccccc2F)CC1 | 1 | 2 | 0 | -2 | 6 | 2 | 6 | -1 |
| CC1(C)Oc2ccc3ccc(=O)oc3c2C[C@H]1O | 0 | 2 | -1 | 7 | 1 | -16 | -10 | 0 |
| Cn1cc2c(n1)C(COc1cccnc1)CN(C(=O)CC1CC1)C2 (centres undefined) | -12 | -3 | -4 | 0 | -226 | -3 | -5 | -42 |
| COCCc1ccc(Oc2nc(-c3cccnc3)nc3ccccc23)cc1 | -398 | -4 | -5 | -9 | -22 | -101 | -88 | -17 |
| CC1(c2nc(-c3ccccc3)no2)CCCN(Cc2ncon2)C1 (centres undefined) | 17 | -4 | -2 | -2 | 5 | -6 | -1 | -11 |
| COc1cc(C#N)ccc1OCC(=O)N1c2ccccc2SCC1c1ccccc1 (centres undefined) | 3 | -1 | 0 | 6 | 0 | -1 | -4 | / |
| CC(=O)N(CC1CCCO1)c1nc(-c2ccccc2)cs1 (centres undefined) | 11 | / | 3 | 6 | 6 | 0 | 11 | 5 |
| Cc1cccc(C)c1NC(=O)c1cccc(COc2ccc3c(c2)CCC3)c1 | 6 | 11 | 5 | 9 | 3 | 31* | 10 | -2 |
| O=C(NCC(=O)N1CCN(c2ccccn2)CC1)c1cncc(Br)c1 | -1 | 3 | 1 | 1 | 9 | 7 | 7 | 11 |
| COc1ccc(C(=O)Nc2cc(F)c3[nH]c(=O)ccc3c2)cc1 | 35* | 0 | -2 | 0 | -3 | 29 | 17 | 39* |
| CCc1nnc(NC(=O)c2cc(-c3ccc(C)c(C)c3O)n[nH]2)s1 | 18 | 5 | -2 | 5 | 21 | 9 | 7 | 17 |
| O=C(c1ccc(F)cc1)N1CCN(c2nnc3ccccn23)CC1 | -5 | 2 | 0 | 1 | 0 | -10 | -7 | / |
| COc1ccc(CN2CCc3c(nc(N4CCCC4)[nH]c3=O)C2)cc1 | / | 0 | 2 | 1 | 2 | / | 2 | 6 |
| CCN(c1ccc(OC)cc1)S(=O)(=O)N1CCCC(C(=O)NCCN2CCCC2)C1 (centres undefined) | -3 | 0 | 3 | -4 | 17 | -2 | -1 | 9 |
| CN(C)C1(CNCC(=O)Nc2ccc(Cl)cc2Cl)CCCCC1 | -4 | -24 | -2 | 0 | -7 | -14 | -9 | -19 |
| Cn1c(C2CCN(C(=O)c3ccccc3F)C2)nc2ccncc21 (centres undefined) | -13 | 0 | -3 | -1 | -5 | -10 | -2 | -13 |
| O=C1CC(NS(=O)(=O)c2ccc(Cl)cc2)CN1c1ccc(Cl)cc1 (centres undefined) | 13 | -77 | 2 | 4 | 11 | 7 | 4 | 4 |
| N#Cc1c(-c2ccc(Cl)cc2)cc(-c2ccc(Cl)c(Cl)c2)nc1N1CCOCC1 | -23 | 0 | -4 | -1 | -8 | -14 | -8 | 3 |
| CCCCCCCc1cc(O)cc(O)c1 | 20 | 8 | 6 | 8 | 14 | 77* | 6 | 5 |
| O=C(NCc1ccco1)[C@@H]1CC[C@@H]2[C@@H](CCN2Cc2nccs2)O1 | -43 | -4 | -5 | -3 | -83 | -2 | -2 | -8 |
| Cc1cccc(NC(=O)Cn2c(=O)n(Cc3ccc(C(=O)NC4CCN(Cc5ccccc5)CC4)cc3)c(=O)c3ccccc32)c1 | -250 | 3 | -5 | -5 | -9 | -66 | -49 | -10 |
| C[C@]12C(=O)N(c3ccccc3C(=O)NC3CCCC3)C(=O)N1CCc1c2[nH]c2ccccc12 | 26 | -3 | 3 | 1 | 0 | 0 | 9 | 13 |
| COc1ccccc1CNS(=O)(=O)c1ccc(OC)c(-c2noc(C(C)(C)C)n2)c1 | -14 | 3 | 2 | 1 | -1 | -6 | -2 | 1 |
| CN1C(=O)[C@H]2CN(c3ncccn3)C[C@H]2C12CCN(Cc1cccc(Cl)c1)CC2 | -28 | -6 | -3 | -6 | -73 | -14 | -5 | -29 |
| COc1ccc(Nc2nc(NCc3ccccc3)c3nccnc3n2)cc1 | -12 | -10 | 3 | 3 | 3 | 37* | -14 | -8 |

An excerpt from above in order of the USP17 inh value, low to high.
Compound	USP30 block	USP7 block	UCHL1 inh	USP10 inh	USP8 inh	USP28 block	OTUD3 inh	USP17 inh
O=C1CC(C(=O)Nc2ccccc2)c2c(nc(N3CCc4ccccc4C3)[nH]c2=O)N1 (centres undefined)	i	-31	-36	-3	-49	-228	-164	-160
CN(C)C1(CNCC(=O)Nc2ccc(Cl)cc2Cl)CCCCC1	-4	-24	-2	0	-7	-14	-9	-19
COCCc1ccc(Oc2nc(-c3cccnc3)nc3ccccc23)cc1	-398	-4	-5	-9	-22	-101	-88	-17
COc1ccccc1NC(=O)CSc1nnc(C)n1Cc1ccccc1	5	-5	-2	6	6	4	0	-1
COc1ccccc1CNS(=O)(=O)c1ccc(OC)c(-c2noc(C(C)(C)C)n2)c1	-14	3	2	1	-1	-6	-2	1
Cc1cc(C2CCCN2C(=O)c2cc(-c3ccc(F)cc3)on2)no1 (centres undefined)	16	3	3	2	5	2	8	6
O=C(C[C@@H]1CCN2C[C@@H]1CCCOc1ccccc1CN(C(=O)Nc1ccccc1)CC2=O)N1CCOCC1	79*	-17	0	-5	-12	74*	-8	75*
